Screening data (PubChem)
PvdQ inh – blocks Pseudomonas aeruginosa PvdQ acylase activity. purified PvdQ acylase, fluorescence plate reader. inhibition, % at 10 µM. 0.063% of 340,000 active; in the data active = inhibition above about 30%, passing the limit was not always enough;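 note: 0% = vehicle neutral wells and 100% = reference inhibitor wells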
MITF act – activators of MITF-driven TRPM1 promoter activity in SK-MEL-5 cells | activation, % at 12.5 µM | SK-MEL-5 TRPM1-promoter luciferase, 24 h; % of positive control, neutral wells = 0 | 0.75% of 300,000 active;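 active = mean activation of at least 80% with every replicate also reaching 80%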;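 note: 0% = neutral control wells and 100% = parthenolide positive control wells; values of inactives mirror those of a sister screen read the other way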
PfHsp90 set2 – inhibits growth of yeast expressing Plasmodium falciparum Hsp90 | AID 504621 | S. cerevisiae expressing PfHsp90, BacTiter-Glo ATP, 48 h; yeast lacking PDR1 and PDR3 efflux regulators | 0.32% of 310,000 active | inhibition, % at 9.4 µM;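 active = every replicate shows inhibition above about 80%, whatever the replicate mean, limit read from the data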;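 note: 0% = DMSO neutral controls and 100% = 20 µM radicicol positive controls; yeast relying on Plasmodium falciparum Hsp90 in place of its own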
SR-BI HDL uptake – inhibitors of mouse SR-BI mediated HDL lipid uptake. Q61009. ldlA[mSR-BI] CHO cells, DiI-HDL uptake fluorescence, 3 h. 0.96% of 320,000 active. inhibition, % at 12.5 µM;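 active = mean replicate inhibition of at least 70% and a set share of replicates each scoring 70 or more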;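 note: 0% = median of neutral control wells and 100% = median of positive control wells; values of inactives mirror those of a sister screen read the other way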
Target sequence (Q61009 whole entry, looked up): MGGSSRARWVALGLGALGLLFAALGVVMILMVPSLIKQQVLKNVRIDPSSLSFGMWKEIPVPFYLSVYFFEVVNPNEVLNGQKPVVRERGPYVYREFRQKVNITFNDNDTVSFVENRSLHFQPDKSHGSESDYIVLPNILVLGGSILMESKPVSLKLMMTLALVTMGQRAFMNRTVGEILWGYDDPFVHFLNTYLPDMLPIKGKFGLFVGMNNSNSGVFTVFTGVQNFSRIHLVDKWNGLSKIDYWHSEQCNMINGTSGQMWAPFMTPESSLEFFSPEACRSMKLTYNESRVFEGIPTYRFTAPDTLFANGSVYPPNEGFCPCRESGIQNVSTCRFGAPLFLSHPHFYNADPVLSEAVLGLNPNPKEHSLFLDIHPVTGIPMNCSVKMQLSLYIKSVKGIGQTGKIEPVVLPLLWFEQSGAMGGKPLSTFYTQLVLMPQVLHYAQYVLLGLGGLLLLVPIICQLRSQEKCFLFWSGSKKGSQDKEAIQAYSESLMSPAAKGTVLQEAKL
Rtt109 HAT inh – blocks Candida albicans Rtt109/Vps75 acetyltransferase activity; purified Rtt109/Vps75, ThioGlo CoA-SH fluorescence, 4 h; inhibition, % at 34.9 µM; 0.16% of 330,000 active;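 active = inhibition of at least 50% in every replicate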
SR-BI uptake up – SR-BI HDL lipid transfer activation; 0.096% of 320,000 active; CHO ldlA[mSR-BI] cells, DiI-HDL uptake fluorescence, 3 h; 100 = double the neutral-control signal; activation, % at 12.5 µM;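 active = mean replicate activation of at least 60% and every replicate at or above 60%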;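 note: 0% = median plate neutral-control signal and 100% = twice that signal; values of inactives mirror those of a sister screen read the other way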
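material = CHO ldlA[mSR-BI] cells | medium = Ham's F12 with 0.5% BSA, HEPES 25 mM, pH 7.4 | reagent = fluorescent DiI-HDL, 10 µg/mL final | compound dosing = single-point compound dose | incubation = 3 h, 37 °C | measured by = bottom-read fluorescence, 550/595 nm | measure = HDL uptake via cellular fluorescence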
CAL PDZ FP-1 – CAL PDZ (human) peptide binding inhibition; Q9HD26; purified CAL PDZ, TMR-peptide fluorescence polarization, 1 h; inhibition, % at 24.9 µM; 0.92% of 300,000 active; AID 602252;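 active = mean inhibition of at least 30% with at least half of replicates also reaching 30%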;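 note: 0% = DMSO neutral control and 100% = excess unlabeled competitor peptide PRC23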
CAL PDZ FP-2 – inhibitors of human CAL PDZ peptide binding; Q9HD26; purified CAL PDZ, TMR-peptide fluorescence polarization, 1 h; inhibition, % at 20 µM; 0.02% of 330,000 active; AID 504414;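 active = highest replicate inhibition of at least 40%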;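 note: plate controls were DMSO neutral control wells for no effect and unlabeled competitor peptide control wells for full effect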
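Material: tagged CAL PDZ protein CerCALP, purified; buffer or medium: sodium phosphate/NaCl buffer pH 7.4 with TCEP, IgG, Thesit; also added: fluorescent TMR peptide probe; schedule: 1 h incubation at room temperature before polarization reading; technique: fluorescence polarization from S- and P-plane intensities, G-factor corrected; control set: unlabelled peptide and DMSO controls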
NSD2 inh – inhibitors of human histone methyltransferase NSD2 | O96028 | NSD2 peptide methylation, AlphaScreen, 120 min | inhibition, % at 12.5 µM | 0.54% of 310,000 active | AID 743445; in the data active = inhibition above about 50%
dFosB act – enhances mouse delta FosB homodimer DNA binding. P13346. purified delta FosB, TAMRA-CDK5 oligo fluorescence polarization; percent of positive-control signal above neutral wells. activation, % at 25 µM. 0.99% of 340,000 active. AID 493131;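 active = mean activation above about 17%, with every replicate also reaching it, limit read from the data, passing the limit was not always enough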;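 note: fluorescence polarization rise as delta FosB binds a TAMRA Cdk5 AP-1 oligo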
Target sequence (P13346 whole entry, looked up): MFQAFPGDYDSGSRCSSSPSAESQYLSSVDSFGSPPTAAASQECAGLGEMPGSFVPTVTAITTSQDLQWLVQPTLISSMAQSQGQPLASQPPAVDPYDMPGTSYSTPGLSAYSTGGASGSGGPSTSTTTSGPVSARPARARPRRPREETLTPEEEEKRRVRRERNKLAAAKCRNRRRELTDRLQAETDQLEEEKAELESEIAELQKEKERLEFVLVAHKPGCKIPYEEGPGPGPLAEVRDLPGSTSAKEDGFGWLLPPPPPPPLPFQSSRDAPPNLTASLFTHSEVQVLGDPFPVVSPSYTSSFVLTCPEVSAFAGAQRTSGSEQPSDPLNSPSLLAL
An asterisk follows results filed as active; nt = no result given.

SMILES	PvdQ inh	MITF act	PfHsp90 set2	SR-BI HDL uptake	Rtt109 HAT inh	SR-BI uptake up	CAL PDZ FP-1	CAL PDZ FP-2	NSD2 inh	dFosB act
COc1cc(OC)c(S(=O)(=O)NC(C)C)cc1C(=O)O	1	-13	23	-9	-6	9	-6	0.7	-20	-2
CC(=O)N1C(C)c2ccccc2C(C)(C)CC12CCCCC2 (configuration not stated)	2	-4	15	-29	8	29	-4	-2.7	1	2
C=CCN1C(=O)CSc2ccc(C(=O)N3CCC(C)CC3)cc21	-11	-1	-5	-8	11	8	nt	-1.0	0	-4
CCOC(=O)c1ccc(OCc2nc(-c3cccs3)no2)cc1	3	1	-10	-6	-4	6	-2	0.7	4	7
Cc1[nH]n(-c2ccccc2)c(=O)c1C=Nc1ccc(S(=O)(=O)N=C(N)N)cc1	4	-9	-3	-5	2	5	-4	0.8	0	26*
COc1cc(C(=O)Nc2cc3c4c(c2)CC(=O)N4CCC3)cc(OC)c1OC	-9	-8	-5	48	8	-48	-5	-2.5	1	3
COc1ccc(C(=O)NC2CC(C)(C)Cc3c2cnn3-c2ccccc2C)c(OC)c1OC (configuration not stated)	0	-4	-21	57	19	-57	2	-2.9	7	-17
CC(=O)Nc1ccc2c(c1)OCO2	1	4	-3	-10	17	10	1	-2.3	0	4
CCN(CCO)Cc1csc2ccc(C(C)(C)C)cc12	-17	2	7	61	1	-61	57*	-0.7	2	6
CC1CC2=C(C(=O)O1)C(c1ccccc1)Nc1ccccc1N2 (configuration not stated)	6	-8	-13	17	-1	-17	-1	-3.0	-5	-1
Cc1nn2c(Nc3ccccc3)c3c(nc2c1-c1ccccc1)CCC3	-15	6	0	19	-6	-19	-5	-0.2	-7	0
FC(F)(F)c1nnc2ccc(NCc3ccccc3)nn12	2	1	7	-4	-21	4	3	-0.4	1	-2
Cc1c(/C(O)=C2\C(=O)C(=O)N(CCCN(C)C)C2c2ccco2)cnn1-c1ccccc1 (configuration not stated)	1	1	4	-2	0	2	nt	-1.4	-2	2
CCOC(=O)C1CCN(c2c(NCCCN3CCN(Cc4ccccc4)CC3)c(=O)c2=O)CC1	-7	2	4	0	1	0	nt	0.3	-4	-6
O=C(c1ccc(C(F)(F)F)cc1)N1CCC(=O)N(C(CO)Cc2ccccc2)CC1 (configuration not stated)	7	-8	nt	1	4	-1	-3	0.3	nt	-8
N#CC1=C(SCc2ccccc2)NC(=O)CC1c1cccc(O)c1 (configuration not stated)	2	-1	8	15	nt	-15	7	-2.3	-1	-2
CCn1cc(CN(C)C(=O)CSc2nc(-c3ccco3)cc(C(F)(F)F)n2)c(C)n1	-10	-5	-4	9	-5	-9	0	-0.7	-2	-8
CC(C)(C)n1cnnc1Sc1ccc([N+](=O)[O-])cn1	-13	-17	-26	-21	-15	21	1	-1.6	0	-4
Nc1ccccc1NC1=CC(=O)CC(c2ccco2)C1 (configuration not stated)	-11	-15	-3	17	17	-17	14	-0.2	4	-6
CC(C)(C)OC(=O)C[C@H]1C/C=C\C[C@@H](CC(=O)N[C@H](CO)Cc2ccccc2)C(=O)NC[C@@H](c2ccccc2)OC1=O	-1	-1	3	6	17	-6	3	0.3	nt	-4
S=C(NCCc1ccccc1)NC1CCCCCC1	7	77	-31	-6	2	6	-2	-3.1	-5	0
Cc1ccc(C(=O)N/C(=C\c2cccc([N+](=O)[O-])c2)C(=O)OCN2C(=O)c3ccccc3C2=O)cc1	-2	4	-47	-18	4	18	0	-0.1	nt	-10
O=C(CCCN1C(=O)c2ccccc2C1=O)Nc1ccc(Br)cn1	-13	14	8	nt	2	nt	1	-3.3	nt	5
CCCC(=O)C1CCN(Cc2ccccc2)CC1	1	nt	nt	-17	12	17	0	nt	-3	0
CC(=O)Nc1cccc(NS(=O)(=O)c2cn(C)c(=O)n(C)c2=O)c1	-10	nt	0	-5	-2	5	nt	-0.3	nt	-3
COc1cc(/C=N/Nc2ccc(Cl)c(C(=O)O)c2)ccc1OC(=O)c1ccco1	0	-28	nt	-24	-3	24	-2	0.5	5	-2
COc1ccc(-c2ccc(CO)o2)cc1N	-14	16	26	-2	15	2	nt	-1.0	3	3
O=C(N/N=C/c1ccccc1)C1CCCN1C(=O)c1cc([N+](=O)[O-])cc([N+](=O)[O-])c1 (configuration not stated)	-2	-10	13	-37	1	nt	-6	-0.5	1	1
Cc1ccsc1/C=N/NC(=O)C(=O)NCC(C)C	-1	42	26	-4	-11	4	nt	0.1	-4	-6
NC(=O)CC(NC(=O)c1ccc(Br)cc1)c1ccc(N2CCN(c3ccccc3)CC2)c([N+](=O)[O-])c1 (configuration not stated)	-11	-6	nt	-14	-6	14	-1	1.4	nt	4
Cc1ccc(C(=O)Nc2nc3ccccc3[nH]2)cc1	-13	-72	29	5	-3	-5	-7	-0.4	0	7
C[C@@H]1O[C@@H](O[C@@H]2[C@@H](O)[C@H](OCCc3ccc(O)c(O)c3)O[C@H](CO)[C@H]2OC(=O)/C=C/c2ccc(O)c(O)c2)[C@H](O)[C@H](O)[C@H]1O	-15	7	-3	3	-4	-3	-2	0.0	nt	-3
NS(=O)(=O)c1ccc(NC(=O)COC(=O)CCNC(=O)NC23CC4CC(CC(C4)C2)C3)cc1	4	nt	-3	-38	nt	38	-1	-5.4	nt	-2
C=CCc1ccccc1OCC(O)CNC(=O)c1ccccc1C(=O)O (configuration not stated)	-16	2	11	-9	0	9	-2	1.2	nt	-9
CC(C)(C)c1cc(CP(=O)(c2ccccc2)c2ccccc2)cc(C(C)(C)C)c1O	-9	nt	-10	nt	5	nt	-4	-1.9	-1	-21
O=C(O)c1cc(-c2ccccc2)nn1CC1CC(c2cccnc2)=NO1 (configuration not stated)	-13	-13	-14	-4	-7	4	-1	0.0	nt	-6
CCOc1ccc(C(=O)NCC(=O)N2CCN(Cc3ccccc3)CC2)cc1	-8	-9	18	23	-4	-23	nt	-0.4	-3	-5
CC(=O)c1ccc(NC(=O)c2cccc(N3C(=O)c4ccccc4C3=O)c2)cc1	9	3	4	-18	32	18	-1	-1.7	-2	78*
O=C(COC(=O)/C=C/c1ccco1)Nc1ccc(F)cc1Cl	-17	13	-71	-8	1	8	-2	-3.0	10	1
Nc1ccc2c(c1)OC1(CCCCC1)O2	-7	-1	23	3	0	-3	2	-1.2	2	-11
COc1cc(/C=C2/SC(=S)N(Cc3ccccc3)C2=O)ccc1OCC(=O)O	5	nt	-8	-22	-8	22	-6	-1.9	21	-10
CCSc1nnc(NC(=O)C2CCN(S(=O)(=O)c3cc(C(F)(F)F)ccc3Cl)CC2)s1	2	-15	1	-5	-3	5	nt	-0.3	-2	-12
CCc1ccc(NC(=O)Nc2cc(C(=O)NCC3CCCO3)ccc2N2CC3CC(C2)c2cccc(=O)n2C3)cc1 (configuration not stated)	-10	-1	-19	1	16	-1	-4	-2.2	2	-7
Cc1cc(C(F)(F)F)c(C#N)c(=O)[nH]1	10	-10	-4	-35	-5	35	1	-0.2	0	-6
COc1cc(/C=N\Nc2nc(-c3cccs3)c(NC(C)=O)s2)ccc1O	-1	-6	11	nt	3	nt	8	-2.4	9	-10
Cn1nnc2c(N3CCCCC3)nccc21	-6	-2	-7	-16	-10	16	-4	-0.3	0	-2
Cc1ccc(NC(=O)C2CCC(CNC(=O)[C@@H]3Cc4ccccc4CN3)CC2)cc1 (some centres not stated)	1	-1	-2	33	9	-33	-4	-1.7	26	-14
Cc1ccc(S(=O)(=O)c2nc(S(C)(=O)=O)sc2N(C)C)cc1	8	3	13	-17	-1	17	-2	0.0	-1	-2
CSc1ccccc1OCc1cc(C(=O)NCCC2CCCCO2)no1 (configuration not stated)	-3	60	-4	6	-11	-6	-3	-2.4	-1	-9
C=CCn1c(-c2ccco2)n[nH]c1=S	-12	7	7	-28	-15	28	-5	0.6	1	-14
COc1ccc(CN2CCC(CNC(=O)NC3CCCCC3)CC2)cc1	-13	nt	-16	7	-4	-7	1	-2.1	-5	3
O=C(CC(=O)c1ccncc1)c1ccccc1	-5	12	11	-3	-1	3	2	0.6	-3	0
CC(C)(C)OC(=O)C[C@@H]1C/C=C\C[C@H](CC(=O)N(CCO)Cc2ccccc2)C(=O)N[C@@H](Cc2c[nH]c3ccccc23)COC1=O	-4	-4	-13	9	14	-9	-1	-1.2	nt	0
CCOC(=O)c1c(NC(=O)C2CCCN(S(=O)(=O)c3ccc(C)cc3)C2)sc2c1CCCC2 (configuration not stated)	-11	-7	-46	20	-24	-20	0	-0.4	-1	-6
COC(=O)CCNC(=O)c1ccc2[nH]c(C)c(C)c2c1	-27	-7	-4	0	-3	0	-2	-2.5	0	-6
CCc1cccc(C)c1NC(=S)N(CCCN1CCOCC1)Cc1cccnc1	-11	7	34	-16	-14	16	nt	0.0	-3	-4
Cc1ccc(C2=NS(=O)(=O)N(C)C(C(=O)Nc3ccc(F)cc3F)=C2)cc1	-11	6	17	-11	5	11	nt	-1.1	nt	-10
O=C(/C=C/c1cccc(C(F)(F)F)c1)OCC(=O)N1CCN(c2ccccc2)CC1	-13	5	nt	8	2	-8	nt	-0.2	0	-10
CN(N)C(=S)NCc1ccccc1	-2	-10	7	-28	3	28	-7	-0.9	0	-4
COc1ccc([C@H]2CC(=O)C=C(c3ccc(NC(C)=O)cc3)C2)cc1OC	-16	2	-13	29	-7	-29	-7	-2.6	nt	-6
COc1ccc(CCNC(=O)CN2CCC(n3nnc4cc(F)ccc43)CC2)cc1OC	-12	-3	-29	38	10	-38	-2	0.0	nt	-6
COc1ccccc1N1CCN(C(c2cccs2)C(C)NC(=O)C(=O)N2CCCCC2)CC1 (configuration not stated)	2	5	9	-2	11	2	nt	-1.1	2	-2

Reformatted field by field: entries from further up.
> O=C(COC(=O)/C=C/c1ccco1)Nc1ccc(F)cc1Cl
  PvdQ inh = -17
  MITF act = 13
  PfHsp90 set2 = -71
  SR-BI HDL uptake = -8
  Rtt109 HAT inh = 1
  SR-BI uptake up = 8
  CAL PDZ FP-1 = -2
  CAL PDZ FP-2 = -3.0
  NSD2 inh = 10
  dFosB act = 1
> Nc1ccc2c(c1)OC1(CCCCC1)O2
  PvdQ inh = -7
  MITF act = -1
  PfHsp90 set2 = 23
  SR-BI HDL uptake = 3
  Rtt109 HAT inh = 0
  SR-BI uptake up = -3
  CAL PDZ FP-1 = 2
  CAL PDZ FP-2 = -1.2
  NSD2 inh = 2
  dFosB act = -11
> COc1cc(/C=C2/SC(=S)N(Cc3ccccc3)C2=O)ccc1OCC(=O)O
  PvdQ inh = 5
  MITF act = nt
  PfHsp90 set2 = -8
  SR-BI HDL uptake = -22
  Rtt109 HAT inh = -8
  SR-BI uptake up = 22
  CAL PDZ FP-1 = -6
  CAL PDZ FP-2 = -1.9
  NSD2 inh = 21
  dFosB act = -10
> CCSc1nnc(NC(=O)C2CCN(S(=O)(=O)c3cc(C(F)(F)F)ccc3Cl)CC2)s1
  PvdQ inh = 2
  MITF act = -15
  PfHsp90 set2 = 1
  SR-BI HDL uptake = -5
  Rtt109 HAT inh = -3
  SR-BI uptake up = 5
  CAL PDZ FP-1 = nt
  CAL PDZ FP-2 = -0.3
  NSD2 inh = -2
  dFosB act = -12
